High-throughput results as filed in PubChem BioAssay.
FUS yeast rescue – qHTS for Suppressors of FUS Proteinopathy: Primary screen using FUS-linked yeast assay. 390,000 tested, 0.24% active. Potency, µM (doses to about 76.6 µM), for inactives: at the top dose growth rescue (activation), hits mostly activators. S. cerevisiae FUS-expressing, growth rescue, OD600, 24 h;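 note: plate controls were DMSO vehicle for no effect and reference control for full effect; nearly all actives have a fitted effect of over 55% in size; some results filed as inactive show a strong effect at the top dose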
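S. cerevisiae expressing FUS from galactose induction served as the toxicity model. Growth after 24hr at 30C, read as absorbance at 600 nm, indicates suppression of toxicity; compounds dosed at several concentrations.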
TDP43 rescue – qHTS of TDP-43 Inhibitors; 410,000 tested, 1.8% active; TDP-43 expressing yeast growth rescue, BacTiter-Glo, 24 h; Potency, µM (series often up to 46.1 µM), without a hit: at the top dose growth rescue (activation), hits mostly activators; note: % of control where 0% means no effect; nearly all actives have a fitted effect of over 50% in size
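Yeast expressing TDP-43 (pregrown in raffinose, seeded at OD600=0.02 in galactose medium) exposed to compounds 24 hr at 30 deg C. Growth read by BacTiter-Glo luminescence; rescue of toxicity appears as increased signal.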
PTHR1 ag – qHTS for PTHR1 Agonists: Primary Screen; 410,000 tested, 0.075% active; AID 743266, 2014; Parathyroid hormone/parathyroid hormone-related peptide receptor (Homo sapiens), Q03431; Potency, µM (doses to about 115 µM), inactives show at the top dose activation, actives largely listed as activators; HEK293 GP2 PTHR1 cells, GloSensor cAMP luminescence, 1 h; note: nearly all actives have a fitted effect of over 55% in size; some results filed as inactive show a strong effect at the top dose; inactives centre near -15; many of its hits are not listed in these tables
Target sequence (Q03431 whole entry, looked up): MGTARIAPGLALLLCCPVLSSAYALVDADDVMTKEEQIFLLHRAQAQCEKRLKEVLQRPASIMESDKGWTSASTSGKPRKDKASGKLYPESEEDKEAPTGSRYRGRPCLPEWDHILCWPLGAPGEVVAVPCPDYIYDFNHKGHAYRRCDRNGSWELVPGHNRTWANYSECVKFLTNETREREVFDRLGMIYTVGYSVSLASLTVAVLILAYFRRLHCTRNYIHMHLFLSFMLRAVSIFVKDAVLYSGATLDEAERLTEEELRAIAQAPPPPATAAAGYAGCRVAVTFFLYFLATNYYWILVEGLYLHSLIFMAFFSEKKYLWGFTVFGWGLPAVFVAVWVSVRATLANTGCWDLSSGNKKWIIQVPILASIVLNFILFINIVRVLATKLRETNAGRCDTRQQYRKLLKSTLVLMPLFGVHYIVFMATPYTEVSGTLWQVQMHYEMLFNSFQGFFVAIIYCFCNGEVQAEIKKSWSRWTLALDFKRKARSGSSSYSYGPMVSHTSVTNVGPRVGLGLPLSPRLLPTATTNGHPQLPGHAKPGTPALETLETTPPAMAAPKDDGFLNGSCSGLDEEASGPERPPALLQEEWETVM
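HEK-293-derived GP2 cells expressing PTHR1 and a GloSensor cAMP reporter, 3,000/well, plated overnight, given luciferin plus IBMX (each 0.5 mM as added) for 1 h at 37 °C, then compound for 1 h at 37 °C. Luminescence was read after 15 min at room temperature.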
* hit, by the source's call; i = inactive; ? = inconclusive; [ ] = remark or other dose. Calls come from the whole dose curve; as a rule, active = well fitted curve in the direction sought with a large enough effect; inconclusive = small, poorly fitted or top-dose-only effect, or another doubt; inactive = no such curve, though single readings can be large; an effect the other way counts as inactive or inconclusive. Potency is the fitted concentration of half-maximal effect. These rows are one share of the data; rates above refer to the full screens.

SMILES	FUS yeast rescue	TDP43 rescue	PTHR1 ag
Cc1ccc(Cc2nc3ccccc3nc2SCC(=O)N2CCN(c3ccc(F)cc3)CC2)cc1	-17.5%	12.2%	i
COc1ccc(NC(=O)Cn2nnc3sc4c(c3c2=O)CCC(C)C4)c(OC)c1 (stereo not drawn)	25.9%	2.4%	i
COc1ccc(Cn2ccc3nc(C)c(C(=O)N4CCN(c5cccc(OC)c5)CC4)cc3c2=O)cc1	?	19.4%	-21.9%
O=C(CSc1c2c(nc3cc(Cl)ccc13)CCCC2)N1CCN(c2ccccc2F)CC1	35.2%	35.5µM*	-4.8%
CCc1nc2nc(C)cc(Nc3ccc(Br)cc3F)n2n1	-5.4%	6.7%	13.5%
Cc1ccc(NC(=O)c2c(C)oc3ncn(CC(C)C)c(=O)c23)nc1	15.5%	8.2%	-3.7%
O=C(Cn1c(=O)c2cccn2c2ccccc21)NCc1ccccc1F	-13.4%	11.8%	i
COc1cc(NC(=O)c2nn(C)c3c2COc2ccccc2-3)cc(OC)c1OC	17.7%	15.1%	i
Cc1ccccc1-c1nc2scc(CCNS(=O)(=O)c3ccccc3)n2n1	30.6%	0.0%	i
O=S(=O)(c1ccccc1)c1nc(-c2ccco2)oc1SCc1ccc(F)cc1	-5.8%	6.9%	-4.4%
Cc1ccc(N(Cc2cccs2)C(=O)c2ccccc2[N+](=O)[O-])cc1	22.0%	-1.6%	i
CCOc1cccc2sc(N3CCN(C(=O)C4CC4)CC3)nc12	4.4%	20.4%	i
Cc1ccc(-c2noc(CNC(=O)c3ccc(Br)o3)n2)cc1	12.9%	-22.3%	i
O=C(COC(=O)c1cc(-c2cccs2)nc2ccccc12)c1ccc(Br)cc1	2.8%	7.7%	-20.8%
COc1ccccc1CNC(=O)COCc1cc(-c2ccc3c(c2)OCO3)on1	?	22.4µM*	-46.7%[inhibitor]
CC(=O)N1c2ccc(S(=O)(=O)N3CCCCCC3)cc2CC1C(=O)NC(C)C (stereo not drawn)	4.5%	5.9%	-9.1%
CCCSc1ncc(Cl)c(C(=O)Nc2ccc(CC)cc2)n1	-6.9%	?	-19.8%
Cc1ccc(C2CCN(C(=O)c3cnn(-c4ccc(C)cc4)c3C3CCN(C(=O)OC(C)(C)C)CC3)C2)cc1 (stereo not drawn)	8.1%	-16.2%	-4.4%
COc1ccc(-c2nn(CC(=O)NCc3ccccc3)c3c2cnc2ccc(F)cc23)cc1	-22.2%	-0.8%	i
N#Cc1ccccc1OCC(=O)N1CCN(c2ccccc2F)CC1	-2.3%	22.4µM*	-23.7%
Cc1ccc(-c2cc(C(=O)N3CCN(S(=O)(=O)c4ccc(Br)s4)CC3)[nH]n2)c(C)c1	13.5%	23.5%	-16.8%
COc1ccc(S(=O)(=O)NCCc2cn3ccsc3n2)cc1OC	0.6%	13.9%	-7.6%
COc1ccc(S(=O)(=O)N(CCc2ccccc2)CC(=O)Nc2cc(C)ccc2C)cc1	18.3%	18.2%	i
Cc1ccccc1NC(=O)CSc1nc2nccnc2c(=O)n1CCc1c[nH]c2ccccc12	33.3%	0.0%	-35.5%[inhibitor]
CCc1cccc(-n2c(=O)c3cccnc3n2CC(=O)Nc2ccc(F)c(C)c2)c1	-17.4%	18.6%	-6.1%
CC(Oc1ccccc1)C(=O)Nc1ccc(C(=O)OCc2cc(=O)n3nc(C4CC4)sc3n2)cc1 (stereo not drawn)	?	0.2%	-90.5%[inhibitor]
Cc1ccc(OCC(=O)OCc2cc(=O)n3nc(-c4cccs4)sc3n2)cc1	11.9%	-5.3%	-0.2%
COc1ccc(C(=O)Nc2nc3nc(C)c(Cl)c(=O)n3[nH]2)cc1	8.4%	12.2%	i
CCOC(=O)c1cnc2ccc(OCC)cc2c1N1CCN(c2ccccc2F)CC1	?	15.8µM*	-15.1%
Cc1ccccc1NC(=O)c1c(NC(=O)C(F)(F)F)sc2c1CCCCC2	6.7%	11.1%	-94.0%
CCCCOC(=O)c1ccc(NC(=O)/C(C#N)=C/c2ccc(C)o2)cc1	7.2%	0.0%	-24.3%
CCCCN(CC)C(=O)Cn1c(=O)n(-c2ccc(OCC)cc2)c(=O)c2c3c(sc21)CCC3	-3.3%	5.9%	-96.5%[inhibitor]
O=C(Cn1cnc2nc3c(cc2c1=O)CCCC3)N1CCN(c2cccc(C(F)(F)F)c2)CC1	3.6%	15.7%	-24.8%
COc1ccc(-c2nc(Cn3c(SCc4cccc(F)c4)nc4cccnc43)c(C)o2)cc1	?	20µM*	-21.9%
CC12CN3CC(c4ccccc4)(CN(C1)C3c1ccc(O)cc1)C2=O (stereo not drawn)	-11.7%	6.6%	-18.1%
Cc1ccc(N(C)C(=O)CN2C(=O)CCc3cc(S(=O)(=O)N4CCOCC4)ccc32)cc1	26.0%	11.1%	34.0%
O=C(Cn1ncc2c3ccccc3n(Cc3ccccc3)c2c1=O)NCc1cccs1	6.8%	11.4%	i
Cc1cc(C)cc(OCc2ccc(C(=O)Nc3ccccc3F)o2)c1	-8.2%	8.2%	i
CCOC(=O)c1noc2nc(C)n(CC(=O)Nc3ccc(Br)cc3C)c(=O)c12	7.0%	26.9%	1.8%
CCCN1CCN(CCNC(=O)Nc2cc(Cl)c(OC)cc2OC)CC1	-2.6%	23.5%	-16.0%

As a short view, part of the list above.
SMILES	FUS yeast rescue	TDP43 rescue	PTHR1 ag
Cc1ccc(C2CCN(C(=O)c3cnn(-c4ccc(C)cc4)c3C3CCN(C(=O)OC(C)(C)C)CC3)C2)cc1 (stereo not drawn)	8.1%	-16.2%	-4.4%
COc1ccc(-c2nn(CC(=O)NCc3ccccc3)c3c2cnc2ccc(F)cc23)cc1	-22.2%	-0.8%	i
N#Cc1ccccc1OCC(=O)N1CCN(c2ccccc2F)CC1	-2.3%	22.4µM*	-23.7%
Cc1ccc(-c2cc(C(=O)N3CCN(S(=O)(=O)c4ccc(Br)s4)CC3)[nH]n2)c(C)c1	13.5%	23.5%	-16.8%
COc1ccc(S(=O)(=O)NCCc2cn3ccsc3n2)cc1OC	0.6%	13.9%	-7.6%
COc1ccc(S(=O)(=O)N(CCc2ccccc2)CC(=O)Nc2cc(C)ccc2C)cc1	18.3%	18.2%	i
Cc1ccccc1NC(=O)CSc1nc2nccnc2c(=O)n1CCc1c[nH]c2ccccc12	33.3%	0.0%	-35.5%[inhibitor]
CCc1cccc(-n2c(=O)c3cccnc3n2CC(=O)Nc2ccc(F)c(C)c2)c1	-17.4%	18.6%	-6.1%
CC(Oc1ccccc1)C(=O)Nc1ccc(C(=O)OCc2cc(=O)n3nc(C4CC4)sc3n2)cc1 (stereo not drawn)	?	0.2%	-90.5%[inhibitor]
Cc1ccc(OCC(=O)OCc2cc(=O)n3nc(-c4cccs4)sc3n2)cc1	11.9%	-5.3%	-0.2%
COc1ccc(C(=O)Nc2nc3nc(C)c(Cl)c(=O)n3[nH]2)cc1	8.4%	12.2%	i
CCOC(=O)c1cnc2ccc(OCC)cc2c1N1CCN(c2ccccc2F)CC1	?	15.8µM*	-15.1%
Cc1ccccc1NC(=O)c1c(NC(=O)C(F)(F)F)sc2c1CCCCC2	6.7%	11.1%	-94.0%
CCCCOC(=O)c1ccc(NC(=O)/C(C#N)=C/c2ccc(C)o2)cc1	7.2%	0.0%	-24.3%
CCCCN(CC)C(=O)Cn1c(=O)n(-c2ccc(OCC)cc2)c(=O)c2c3c(sc21)CCC3	-3.3%	5.9%	-96.5%[inhibitor]
O=C(Cn1cnc2nc3c(cc2c1=O)CCCC3)N1CCN(c2cccc(C(F)(F)F)c2)CC1	3.6%	15.7%	-24.8%
COc1ccc(-c2nc(Cn3c(SCc4cccc(F)c4)nc4cccnc43)c(C)o2)cc1	?	20µM*	-21.9%
CC12CN3CC(c4ccccc4)(CN(C1)C3c1ccc(O)cc1)C2=O (stereo not drawn)	-11.7%	6.6%	-18.1%
Cc1ccc(N(C)C(=O)CN2C(=O)CCc3cc(S(=O)(=O)N4CCOCC4)ccc32)cc1	26.0%	11.1%	34.0%
O=C(Cn1ncc2c3ccccc3n(Cc3ccccc3)c2c1=O)NCc1cccs1	6.8%	11.4%	i
Cc1cc(C)cc(OCc2ccc(C(=O)Nc3ccccc3F)o2)c1	-8.2%	8.2%	i
CCOC(=O)c1noc2nc(C)n(CC(=O)Nc3ccc(Br)cc3C)c(=O)c12	7.0%	26.9%	1.8%
CCCN1CCN(CCNC(=O)Nc2cc(Cl)c(OC)cc2OC)CC1	-2.6%	23.5%	-16.0%

Remaining list, next part
SMILES	FUS yeast rescue	TDP43 rescue	PTHR1 ag
COc1ccc(NC(=O)CCN2CCN(c3cccc(Cl)c3)CC2)cc1	-2.2%	4.5%	i
Cc1ccc(CNC(=O)CSc2c3c(nc4ccc(Cl)cc24)CCCC3)cc1	-8.6%	10.8%	i
Cc1ccc(-c2nn3c(-c4ccccc4C)nnc3c3ccccc23)cc1	14.5%	15.1%	i
COc1ccc(CNC(=O)c2cc3oc4ccccc4c3n2C)cc1OC	?	8.9%	-33.9%[inhibitor]
Cc1cc(F)ccc1Nc1nc2ccccc2n2nnnc12	10.7%	8.9%	12.9%
CC1CCCCN1c1nnc(NC(=O)Nc2ccccc2F)s1 (stereo not drawn)	-2.9%	6.3%	-85.6%[inhibitor]
COc1ccc(OC(=O)c2nc(SCc3ccccc3C)ncc2Cl)cc1	-16.7%	-3.4%	1.0%
COc1ccc2c(c1)c1c(c(=O)n(-c3ccccc3)c(=O)n1CC(=O)NCCC1=CCCCC1)n2C	1.2%	10.5%	-15.4%
Cc1cccc(C(=O)NCC(c2ccc3c(c2)OCO3)N2CCOCC2)c1 (stereo not drawn)	2.2%	26.0%	?
CCc1ccc(C(=O)CC2(O)C(=O)N(CCc3ccccc3)c3ccc(Cl)cc32)cc1 (stereo not drawn)	?	?	-13.9%
Cc1ccc(Cn2c(SCc3ccc(C(=O)N4CCCCC4)cc3)nc3ccncc32)cc1	14.7%	4.5%	-87.6%[inhibitor]
CNc1c(NC(=O)c2ccc(OC)c(OC)c2)c(=O)oc2ccccc12	-16.0%	7.6%	-16.5%
CCn1c(=O)c(=O)n(CC)c2cc(N3CCCCC3)c(NC(=O)c3ccc(Cl)cc3)cc21	-12.7%	-6.0%	10.6%
CN(C(=O)CSc1nc2ccc(NC(=O)c3ccc(F)cc3)cc2s1)c1ccccc1	?	0.0%	-43.2%
